# p53 reactivation = restores transcriptional activity of mutant p53; 320,000 compounds, 0.063% hits; H1299 p53-A138V BP100-luciferase reporter, luminescence, 24 h; Potency, µM (titrated, usually from 92.2 µM), for inactives: at the top dose activity change, positive = activation, most hits filed as activators; further: % of control where 0% means no effect; nearly all actives have a fitted effect of over 45% in size
#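 p53-null H1299 cells stably carrying temperature-sensitive p53-A138V and a BP100-luciferase reporter were pinned with compounds (4-point, 1:5 series) and held 24 hrs at 37 deg C. Luminescence was read 10 min after detection reagent.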
# FLuc modulator = inhibits or activates purified firefly luciferase, miR-21 counter-screen; P08659; purified FLuc, Km substrates, luminescence inhibition; Potency, µM (series often up to 57.5 µM), without a hit: top-dose activity change, negative = inhibition, hits mostly inhibitors; 360,000 compounds, 6.9% hits; AID 588342;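 further: plate controls were vehicle for no effect and reference inhibitor for full effect; nearly all actives have a fitted effect of over 55% in size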
# Target sequence (P08659 whole entry, looked up): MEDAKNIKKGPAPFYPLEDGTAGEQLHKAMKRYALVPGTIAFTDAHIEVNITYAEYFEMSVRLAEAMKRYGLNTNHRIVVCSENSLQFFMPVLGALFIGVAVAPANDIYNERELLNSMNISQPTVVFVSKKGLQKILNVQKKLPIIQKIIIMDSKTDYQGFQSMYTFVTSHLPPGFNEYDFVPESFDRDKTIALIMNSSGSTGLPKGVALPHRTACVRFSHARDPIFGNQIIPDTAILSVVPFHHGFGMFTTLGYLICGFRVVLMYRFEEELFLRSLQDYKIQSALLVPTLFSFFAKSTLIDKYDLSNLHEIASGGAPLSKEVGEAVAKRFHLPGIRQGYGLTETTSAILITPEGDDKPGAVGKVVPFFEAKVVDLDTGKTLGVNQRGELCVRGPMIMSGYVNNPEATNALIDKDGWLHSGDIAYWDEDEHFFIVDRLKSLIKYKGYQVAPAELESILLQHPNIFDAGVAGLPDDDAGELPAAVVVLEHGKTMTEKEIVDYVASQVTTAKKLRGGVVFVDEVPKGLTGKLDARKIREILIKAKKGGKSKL
#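 Purified P. pyralis luciferase, 10 nM final, with Km-level 10 uM D-luciferin and 10 uM ATP in 50 mM Tris acetate pH 7.5, 10 mM Mg acetate, 0.01% Tween-20, 0.05% BSA; 6-point qHTS titration about 60 µM downward; luminescence read.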
# MLL CXXC-DNA inh = blocks binding of human MLL CXXC domain to DNA; 290,000 compounds, 0.037% hits; Potency, µM (highest dose often 115 µM), inactives show top-dose activity change, negative = inhibition, usual class: inhibitors; MLL-CXXC / FITC-HOXA9 DNA fluorescence polarization; Q03164; active means well fitted inhibition curve with a large enough effect in the polarisation, with a control signal flat, not every such curve was filed as active; inconclusive means small, poorly fitted or top-dose-only effect, or effect the other way, or a change in a side signal; inactive means no such curve, though single readings can be large or run the other way; the % refers to the polarisation
#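 Steps: dispense CXXC domain solution (7 uM) → pin compounds or unlabeled HOX-A9 DNA control → 5 min ambient → add FLSN-HOX-A9 solution (50 nM) → spin → 30 min ambient → fluorescence polarization. Tris pH 7.5/NaCl/DTT/BSA buffer.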
# Rab9 promoter act = activates the Rab9 promoter | Potency, µM (doses to about 9.22 µM), inactives show at the top dose activation, negative = inhibition, actives largely listed as activators | AID 485297 | Huh7 Rab9 promoter-luciferase reporter, luminescence, 24 h | 320,000 compounds, 2.8% hits; further: % of control where 0% means no effect; nearly all actives have a fitted effect of over 60% in size
#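 Stable Rab9-luc Huh7, 1500 cells/well, 2 h settle; cmpd in DMSO, 24 h, 37 °C/5% CO2; luciferase reagent 10 min RT; luminescence.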
# RORgamma inh = ROR gamma (mouse) transcription inhibition; Drosophila S2 Gal4-RORgamma UAS-luciferase reporter, 20 h; Potency, µM (doses to about 53.6 µM), without a hit: at the top dose activity change, negative = inhibition, hits mostly inhibitors; 310,000 compounds, 5.4% hits; AID 2551; further: on the % scale 0 is the no-effect control and ±100 the full control effect; nearly all actives have a fitted effect of over 60% in size
# Target sequence (P51450 whole entry, looked up, the tested form may be a part): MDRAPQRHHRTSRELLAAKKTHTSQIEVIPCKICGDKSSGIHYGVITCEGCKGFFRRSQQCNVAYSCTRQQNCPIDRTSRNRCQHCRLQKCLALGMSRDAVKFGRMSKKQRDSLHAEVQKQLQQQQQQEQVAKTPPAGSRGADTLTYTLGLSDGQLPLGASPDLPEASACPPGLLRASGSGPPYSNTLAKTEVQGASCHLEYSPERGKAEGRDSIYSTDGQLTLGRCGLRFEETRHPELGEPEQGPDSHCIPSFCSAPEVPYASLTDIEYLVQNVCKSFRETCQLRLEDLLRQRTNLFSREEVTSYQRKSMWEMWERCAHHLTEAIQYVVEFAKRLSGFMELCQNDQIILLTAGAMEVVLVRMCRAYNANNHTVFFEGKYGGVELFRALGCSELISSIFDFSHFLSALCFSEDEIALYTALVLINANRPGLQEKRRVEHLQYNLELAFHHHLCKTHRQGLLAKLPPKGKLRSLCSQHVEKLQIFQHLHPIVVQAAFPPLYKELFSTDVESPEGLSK
#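 ROR gamma transcriptional activity was tracked as Gal4-UAS luciferase output in stably transfected Drosophila Schneider cells, with compound added 1 hr before 700 uM copper sulfate induction and a 20 hr ambient-temperature incubation.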
# MBNL1-CUG inh = inhibitors of human MBNL1 binding to CUG repeat RNA; AID 2675; Potency, µM (doses to about 57.5 µM), without a hit: top-dose activity change, negative = inhibition, hits mostly inhibitors; 280,000 compounds, 0.036% hits; Q9NR56; TR-FRET MBNL1-His/biotin-(CUG)12 binding, 665/545 ratio; active means well fitted inhibition curve with a large enough effect in the signal ratio, with a control signal flat, not every such curve was filed as active; inconclusive means small, poorly fitted or top-dose-only effect, or effect the other way, or a change in a side signal; inactive means no such curve, though single readings can be large or run the other way; the % refers to the signal ratio; further: on the % scale 0 is the no-effect control and ±100 the full control effect
#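 Inhibition of protein-RNA binding appears as loss of TR-FRET between terbium anti-His antibody on MBNL1-His and streptavidin-XL665 on biotin-(CUG)12. Activity is normalized to buffer-only and uninhibited-complex controls.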
# BRCA1 expr act = increases BRCA1 expression | Potency, µM (highest dose often 46.1 µM), for the others: at the highest dose activation, usual class: activators | MCF7-BRCA1-FFLuc reporter, luminescence, 48 h; response scale: scaled: vehicle 0%, 10 µM genistein 100% | 380,000 compounds, 1.1% hits | AID 624202; further: nearly all actives have a fitted effect of over 80% in size; some results filed as inactive show a strong effect at the top dose
#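 Quantitative HTS in MCF7 cells stably reporting BRCA1 expression via firefly luciferase. Compound treatment lasts 48 h at 37 °C in phenol-red free MEM. Activation is expressed relative to genistein at 10 microM and DMSO.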
# NPC1 promoter act = activates the NPC1 promoter | Huh7 NPC1 promoter luciferase reporter, 24 h | Potency, µM (doses to about 9.22 µM), without a hit: at the top dose activation, most hits filed as activators | 320,000 compounds, 2.4% hits | AID 485313;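 further: % of control where 0% means no effect; nearly all actives have a fitted effect of over 60% in size; reporter is driven by a mutant NPC1 promoter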
#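 NPC1 promoter–luciferase Huh7 cells; 24 h compound; luminescence.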
# ELG1 genotoxic = induces genotoxicity in HEK293T cells with luciferase-tagged ELG1 | HEK293T ELG1-luciferase reporter, luminescence, 16 h | Potency, µM (series often up to 46 µM), inactives show at the highest dose activity change, positive = activation, actives largely listed as activators | 330,000 compounds, 1.3% hits; further: % of control where 0% means no effect; nearly all actives have a fitted effect of over 60% in size
#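 ELG1-luciferase HEK293T cells, 2,000/well; compound pinned in; 16 hr, 37 °C, 5% CO2; ONE-Glo, 30 min RT; luminescence on CCD imager.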
# uPA generation = cell surface uPA generation inhibition; Potency, µM (titrated, usually from 38.3 µM), without a hit: at the top dose activity change, negative = inhibition, actives largely listed as inhibitors; cell surface uPA generation assay, qHTS; 330,000 compounds, 0.31% hits; AID 540303; active means well fitted inhibition curve with a large enough effect; inconclusive means small, poorly fitted or top-dose-only effect; inactive means no such curve, though single readings can be large or run the other way; tested in mouse RAW 264.7 cells; further: on the % scale 0 is the no-effect control and ±100 the full control effect; nearly all actives have a fitted effect of over 55% in size
# VP16 counter = counter-screen for ROR gamma inhibitors: Gal4-VP16 reporter; Drosophila S2 Gal4-VP16 UAS-luciferase, luminescence, 20 h; Potency, µM (highest dose often 53.6 µM), for inactives: at the highest dose activity, negative = inhibition, hits mostly inhibitors; 310,000 compounds, 3.5% hits;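 further: Gal4-VP16 expression switched on by copper sulfate through the metallothionein promoter; on the % scale 0 is the no-effect control and ±100 the full control effect; nearly all actives have a fitted effect of over 50% in size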
# An asterisk follows results filed as active; ? = inconclusive; nt = no result given; & = joins results of further samples; ! = repeats disagree; [ ] = another dose, or the depositor's remark. Unless noted, the call rests on the fitted dose curve; in most records, active means well fitted curve in the direction sought with a large enough effect; inconclusive means small, poorly fitted or top-dose-only effect, or another doubt; inactive means no such curve, though single readings can be large; an effect the other way counts as inactive or inconclusive. Potency means the concentration at half of the fitted maximal effect. An excerpt, so the mix of outcomes need not match the whole.
(1) COC(=O)/C(=C\c1c[nH]c2ccccc12)NC(C)=O
(2) CC(C)(C)c1ccc(/C=C/C(=O)N2CCc3ccccc3C2)cc1
(3) CCCOC(=O)c1ccc(NC(=O)c2nc3nc(C)cc(C)n3n2)cc1
(4) CC1(C)CC(C#N)(N2CCOCC2)CCO1 (stereo not drawn)
(5) COc1ccccc1NC(=O)N(C1CCCC1)C1CCN(C(C)=O)CC1
(6) Cc1cccc2cc(CN(Cc3ccc(F)cc3)C(=O)C(F)(F)F)c3nnnn3c12
(7) Cc1nc(-c2ccccc2)cn(O)c1=O
(8) CS(=O)(=O)N1CCC(C(=O)Nc2cccc(Cl)c2Cl)CC1
(9) COc1ccc(/C=C/C(=O)Nc2ccc(S(=O)(=O)N3CCOCC3)cc2)c(OC)c1
(10) CCOCc1nnc(NC(C)=O)s1

Compound,1,2,3,4,5,6,7,8,9,10
NPC1 promoter act,-1%,-1%,0%,nt,-2%,0%,-2%,-1%,-3%,2%
MLL CXXC-DNA inh,1%,-1%,-5%,0%,7%,0%,1%,-2%,nt,11%
RORgamma inh,?,?,?,-29%,-16%,-4%,6.3µM*,1%,nt,-17%
uPA generation,-1%,0%,-5%,3%,-9%,5%,-9%,0%,-23%,-3%
FLuc modulator,-11%,?,-12%,3%,-2%,1%,-19%,-1%,?,1%
Rab9 promoter act,-1%,-8%,-2%,nt,-2%,-3%,8%,-3%,-8%,6%
ELG1 genotoxic,0%,4%,-1%,nt,1%,-4%,4%,2%,-8%,-1%
MBNL1-CUG inh,?,10%,nt,3%,-7%,13%,nt,58%[activator],nt,-9%
p53 reactivation,1%,-1%,1%,nt,0%,5%,0%,-5%,-19%,0%
VP16 counter,-14%,1µM*,4%,-14%,3%,0%,-72%,-11%,nt,0%
BRCA1 expr act,-9%,18%,22%,0%,0%,20%,2%,1%,-7%,-10%

(11) CC(=O)Nc1ccc(OC(=O)C(CCS(C)(=O)=O)N2C(=O)c3ccccc3C2=O)cc1 (stereo not drawn)
(12) CC(=O)O/N=C1\C(=O)N(Cc2ccc(C)cc2)c2ccccc21
(13) COc1ccc(CCNC(=O)C2CC3Cn4c(nc5cc(C)c(C)cc54)C3N2C)cc1 (stereo not drawn)
(14) Cc1ccc(NC(=O)C(C)Sc2nnc(C3CC3)n2C2CC2)cc1S(=O)(=O)N1CCOCC1 (stereo not drawn)
(15) COCCCNc1nc(-c2ccncc2)nc2ccccc12
(16) O=C(NCc1ccc(Cl)cc1)c1cc2ccccc2oc1=O
(17) Cc1ccc(-c2nc(C#N)c(NCCc3ccccn3)o2)cc1
(18) C=CCN=c1scc(-c2ccccc2)n1/N=C/c1ccccn1
(19) CCNC(=O)CC1C(=O)N(c2ccc(C)cc2)C(=O)N1CCOC (stereo not drawn)
(20) O=C(NC(Cc1ccccc1)C(=O)N1CCN(S(=O)(=O)c2ccccc2F)CC1)c1ccccc1 (stereo not drawn)

Compound,11,12,13,14,15,16,17,18,19,20
NPC1 promoter act,nt,-4%,0%,0%,-3%,1%,3.5µM*,2µM*,0%,-3%
MLL CXXC-DNA inh,-2%,20%,2%,nt,-6%,-6%,2%,0%,-3%,nt
RORgamma inh,1%,1%,-30%,nt,-24%,-31%,17%,5µM*,-14%,nt
uPA generation,2%,2%,-5%,0%,8%,1%,13%,0.4µM*!,1%,0%
FLuc modulator,-1%,?,-14%,13%,-1%,?,?,2.4µM*,0%&0%,-1%
Rab9 promoter act,nt,4%,-3%,-2%,-1%,2%,?,1.3µM*,-2%,-3%
ELG1 genotoxic,nt,-4%,-1%,0%,3%,8%,?,?,0%,-3%
MBNL1-CUG inh,4%,10%,-9%,nt,-3%,1%,9%,19%,-5%,nt
p53 reactivation,nt,-1%,-4%,-13%,-10%,?,?,?,2%,-6%
VP16 counter,2%,-29%,6%,nt,-2%,-12%,-7%,10µM*,-2%,nt
BRCA1 expr act,16%,-50%,23%,-19%,-24%,-11%,3.5µM*,?,-2%&9%,-18%

(21) O=C(O)C1CC(=O)N(Cc2cccs2)C1 (stereo not drawn)
(22) COc1ccccc1N1CCN(CCC(=O)Nc2cccc(Cl)c2)CC1
(23) COc1ccccc1NC(=O)C1CCCN(S(=O)(=O)c2ccccc2)C1 (stereo not drawn)
(24) COc1ccc(S(=O)(=O)N2C(=O)/C(=C3\SC(N)=NC3=O)c3ccccc32)cc1
(25) COc1ccccc1CN1CCC(n2nccc2NC(=O)c2ccccc2Cl)CC1
(26) Cc1cccc(C(=O)Nc2cccc(-c3cnc4ccccc4n3)c2)c1
(27) COc1cc(Cl)ccc1OCc1cc(C(=O)N2CCCCCCC2)no1
(28) CC(C)Cc1nc2oc3c(NCC(C)O)ncnc3c2c2c1CCCC2 (stereo not drawn)
(29) COc1ccc(CCNC(=O)Cc2ccc(C)cc2)cc1OC
(30) CSc1ncc(C(=O)Nc2ccccc2C)c(C)n1

Compound,21,22,23,24,25,26,27,28,29,30
NPC1 promoter act,14%,-5%,-2%,1%,1%,3%,3%,-4%,-2%,2%
MLL CXXC-DNA inh,-2%,-5%,-10%,-2%,5%,43%[activator],59%[activator],6%,-1%,-19%
RORgamma inh,-1%[10 µM],13%,nt,-4%,0%,24%,29%,19%,-20%,-8%
uPA generation,nt,8%,8%,-1%,-1%,nt,24%,4%,-1%,-3%
FLuc modulator,-11%,4%,4%,0%,0%,2%,?,?,-27%,1%
Rab9 promoter act,2%,-5%,-3%,-1%,0%,-4%,11%,7%,0%,-6%
ELG1 genotoxic,-2%,-10%,-2%,-1%,0%,4%,3%,-7%,2%,1%
MBNL1-CUG inh,-14%,-5%,2%,nt,-3%,6%,-5%,4%,-1%,-3%
p53 reactivation,-1%,-6%,nt,-1%,4%,3%,5%,-4%,nt,-2%
VP16 counter,-3%,2%,nt,-6%,17%,-17%,-9%,-11%,-26%,4%
BRCA1 expr act,-1%,3%,-1%,-10%,1%,-2%,0%,-23%,1%,-10%

# Shown with values under each structure: entries from further up.
# Each structure is followed by: NPC1 promoter act, MLL CXXC-DNA inh, RORgamma inh, uPA generation, FLuc modulator, Rab9 promoter act, ELG1 genotoxic, MBNL1-CUG inh, p53 reactivation, VP16 counter, BRCA1 expr act
14) Cc1ccc(NC(=O)C(C)Sc2nnc(C3CC3)n2C2CC2)cc1S(=O)(=O)N1CCOCC1 (stereo not drawn)
→ 0%, nt, nt, 0%, 13%, -2%, 0%, nt, -13%, nt, -19%
15) COCCCNc1nc(-c2ccncc2)nc2ccccc12
→ -3%, -6%, -24%, 8%, -1%, -1%, 3%, -3%, -10%, -2%, -24%

# (continued)
(31) COc1ccc(Cc2nc3ccc(C(=O)N(C)CCc4cnn(C)c4)cc3o2)cc1OC
(32) CCn1c(-c2cc(-c3cccc(OC)c3)nc3ccccc23)n[nH]c1=S
(33) S=C1NC2(CCCCCC2)N=C1c1ccccc1
(34) CCCOc1cc(C)c(S(=O)(=O)n2nnc3ccccc32)cc1C
(35) O=c1[nH]cnc2c1nc(SCc1ccccc1)n2C1OC(CO)C(O)C1O (stereo not drawn)
(36) CCN(CC)c1ccc(NC(=O)CNCc2ccccc2Cl)c(C)c1
(37) NC(=O)c1sc2nc3c(c(-c4ccco4)c2c1N)CCCC3
(38) Cc1ccc(-n2nnc(-c3cccnc3Cl)n2)cc1
(39) CC(C)CC(=O)Nc1ccc(C(=O)COC(=O)Cc2n[nH]c(=O)c3ccccc23)cc1
(40) CCN1CCSc2ccc(C(=O)NCc3ccccc3C)cc21

Compound,31,32,33,34,35,36,37,38,39,40
NPC1 promoter act,-3%,-2%,-3%,0%,0%,-5%,-1%,0.79µM*,-1%,2%
MLL CXXC-DNA inh,-18%,?,?,14%,1%,?,-2%,8%,nt,nt
RORgamma inh,nt,5µM*,2µM*,31%,-5%,12%,4%,3%,nt,10%
uPA generation,-9%,nt,2%,nt,-2%,-5%,19%,?,7%,6%
FLuc modulator,-15%,24µM*,-2%,-3%,-2%,6%,-10%,0.76µM*,0%,-11%
Rab9 promoter act,-4%,-1%,18%,-3%,-9%,-10%,-3%,0.79µM*,1%,1%
ELG1 genotoxic,0%,3%,-1%,0%,1%,-8%,-15%,5.8µM*,4%,-4%
MBNL1-CUG inh,4%,13%,10%,-1%,-13%,3%,5%,6%,nt,6%
p53 reactivation,nt,-5%,2%,3%,-2%,0%,-7%,10%,-3%,4%
VP16 counter,nt,?,?,11%,0%,-3%,-11%,4%,nt,6%
BRCA1 expr act,-22%,-22%,0%,2%,0%,18%,10%,3.5µM*,-3%,-15%

# Bioassay records (PubChem BioAssay)
